Screens (PubChem BioAssay)
SKKanGAS inh: blocks kanamycin growth of S. pyogenes SKKanGAS strain; 300,000 tested, 1.3% active; inhibition, % at 7.5 µM; BacTiter-Glo, 6 h;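 active = mean replicate score, as percent of positive control median, at least 50; inconclusive = mean below 50 but one replicate at or above 50; inactive = mean and every replicate below 50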;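 note: strain carries kanamycin resistance gene driven by streptokinase promoter and grows in 40 µg/ml kanamycin; loss of luminescence reflects streptokinase promoter inhibition or plain growth inhibition; 0% = median of DMSO wells and 100% = positive control at its reference dose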
ANO1 block: mouse TMEM16A channel inhibition, primary screen | Q8BHY3 | HEK293 TMEM16A/YFP iodide influx fluorescence, ionomycin | normalized B-score (activity score, 25-100; higher = stronger inhibition) at 10 µM | 310,000 tested, 1.2% active;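 active = ratio plate-corrected score three or more library SD toward inhibition, starting fluorescence score within five deviations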;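 note: score derived from kinetic fluorescence span divided by baseline fluorescence per well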
hERG rescue: shields human hERG channel from block by proarrhythmic agents | Q12809 | CHO-hERG, FluxOR thallium flux, dofetilide IC70 present | activation (rescue from dofetilide block), less the hit threshold, % at 10 µM | 310,000 tested, 0.51% active | AID 1511;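 active = activation above the mean of controls blocked by dofetilide plus 5 SD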;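 note: thallium influx through hERG after potassium depolarization seen as dye fluorescence rise; in these data hits start at about 4.7%; inactives centre near -7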
ANO1 activ: activates or potentiates the mouse TMEM16A chloride channel. Q8BHY3. HEK293 TMEM16A/YFP-H148Q/I152L, iodide quench fluorescence; active compounds read low. B-score at 10 µM. 340,000 tested, 0.3% active. AID 623877;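 active = fluorescence-ratio B-score plate-corrected deviation score at least 3 library SD below zero, with starting fluorescence score within 5 deviations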;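 note: channel opened by trigger with iodide after compound preincubation; score built on the fluorescence ratio of max minus min over baseline; more negative score means more quench and so TMEM16A activation or potentiation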
KCNQ1 act: potentiators or activators of human KCNQ1 potassium channel | 310,000 tested, 0.35% active | AID 2648 | P51787 | CHO-K1 KCNQ1, thallium flux FluxOR fluorescence; active compounds read high | B-score at 10 µM;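 active = fluorescence ratio B-score, a plate-corrected score, at least three library SD, with initial intensity B-score within 5 SD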
Target sequence (P51787 whole entry, looked up): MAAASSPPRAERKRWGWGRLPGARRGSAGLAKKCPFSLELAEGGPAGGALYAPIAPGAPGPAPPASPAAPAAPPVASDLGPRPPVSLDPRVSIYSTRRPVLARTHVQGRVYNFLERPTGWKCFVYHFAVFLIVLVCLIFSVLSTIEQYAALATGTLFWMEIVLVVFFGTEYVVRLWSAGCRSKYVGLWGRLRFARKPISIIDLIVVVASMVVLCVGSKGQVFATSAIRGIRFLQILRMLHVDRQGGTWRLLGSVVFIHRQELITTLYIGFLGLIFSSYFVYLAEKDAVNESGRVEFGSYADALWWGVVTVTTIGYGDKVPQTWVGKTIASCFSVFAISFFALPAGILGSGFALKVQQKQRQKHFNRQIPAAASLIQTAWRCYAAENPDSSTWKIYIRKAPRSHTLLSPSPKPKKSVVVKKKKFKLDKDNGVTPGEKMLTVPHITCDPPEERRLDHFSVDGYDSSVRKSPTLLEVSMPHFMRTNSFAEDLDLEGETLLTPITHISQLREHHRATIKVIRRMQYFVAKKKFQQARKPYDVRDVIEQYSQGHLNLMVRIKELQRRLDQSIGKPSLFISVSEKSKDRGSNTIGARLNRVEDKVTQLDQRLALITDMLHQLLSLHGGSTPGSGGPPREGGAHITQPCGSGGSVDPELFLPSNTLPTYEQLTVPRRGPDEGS
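Medium – assay buffer, equal DMSO in all wells · Material – CHO-K1 cell line with stable KCNQ1 potassium channel expression · Signal – kinetic FluxOR thallium fluorescence, 10-s 1-Hz baseline, 110-s post-stimulus read · Compound – single concentration per compound, DMSO matched to controls · Schedule – 37 °C overnight plating, 90-min dark dye load, 20-min compound pretreatment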
HDAC3 inhib: human HDAC3 inhibition | recombinant HDAC3, fluorogenic peptide/trypsin coupled, fluorescence | inhibition, % at 8.3 µM | 320,000 tested, 0.15% active; in the data active = inhibition above about 26%, passing the limit was not always enough; inconclusive = no clear call, values can overlap the other calls
Target sequence (O15379 whole entry, looked up): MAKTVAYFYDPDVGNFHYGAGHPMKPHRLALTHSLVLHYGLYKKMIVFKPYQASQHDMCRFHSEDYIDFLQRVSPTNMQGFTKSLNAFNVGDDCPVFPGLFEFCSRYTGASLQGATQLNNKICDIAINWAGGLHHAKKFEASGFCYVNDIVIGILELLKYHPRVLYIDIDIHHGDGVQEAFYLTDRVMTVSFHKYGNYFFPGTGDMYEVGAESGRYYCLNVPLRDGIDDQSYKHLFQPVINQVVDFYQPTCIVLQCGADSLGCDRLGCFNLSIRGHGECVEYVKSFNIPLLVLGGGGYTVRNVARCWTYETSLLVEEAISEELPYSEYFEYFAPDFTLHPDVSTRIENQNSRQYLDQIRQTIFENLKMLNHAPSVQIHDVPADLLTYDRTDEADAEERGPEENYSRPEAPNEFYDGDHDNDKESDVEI
KCNQ1 inh: inhibitors of human KCNQ1 potassium channel; P51787; CHO-K1 KCNQ1, FluxOR thallium flux fluorescence; active compounds read high; B-score at 10 µM; 310,000 tested, 1.3% active;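 active = compounds whose thallium flux B-score, printed positive for inhibition, exceeds three library SD while starting fluorescence stays within three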;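 note: channel opened by potassium depolarization with thallium stimulus after 20 min compound exposure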
RGS4 inh: inhibitors of human RGS4; HEK293 M3R/RGS4 inducible, Fluo-4 calcium flux; active compounds read high; triggered by carbachol at its EC20; 310,000 tested, 0.45% active; B-score at 10 µM; P49798;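 active = B-score, a plate-corrected calcium signal, over three deviations above library mean, with baseline fluorescence within five deviations of library mean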;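 note: RGS4 expression induced by doxycycline in cells with stable M3 receptor; B-score is computed from the integrated fluorescence ratio over baseline after carbachol; higher B-score means a larger calcium signal and so more RGS4 inhibition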
KCNK3 inh: human KCNK3 channel inhibition, primary screen. 340,000 tested, 0.84% active. AID 602410. O14649. B-score at 10 µM. CHO-KCNK3 thallium flux, FluxOR fluorescence; active compounds read low;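 active = B-score under library mean minus 4 SD, starting fluorescence ratio at most library mean plus 5 SD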;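 note: more negative B-score means stronger inhibition of thallium flux through KCNK3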
KCNK9 block: blocks the human KCNK9 two-pore domain potassium channel | HEK293 KCNK9, FluxOR thallium flux fluorescence; active compounds read low | 310,000 tested, 1.2% active | B-score at 10 µM;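 active = ratio B-score over 3 SD below the library mean, with starting fluorescence within 5 SD of its mean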;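 note: negative B-score means less thallium flux so channel inhibition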
RGS4 pot: potentiators or activators of RGS4; HEK293 M3R/inducible RGS4, carbachol calcium flux Fluo4; active compounds read low; B-score at 10 µM; 310,000 tested, 0.92% active; AID 463111;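 active = B-score of the integrated calcium signal more than 4 SD below the library mean, with starting fluorescence not abnormally high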;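 note: negative B-score means reduced calcium response which marks RGS4 activation or potentiation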
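test system = HEK293 cells with stable M3R and inducible RGS4 | schedule = recording 10 s baseline at 1 Hz, 100 s post-agonist | technique = Fluo4-AM (2 µM) calcium-flux fluorescence, kinetic read | measure = Agonist-evoked peak-minus-minimum fluorescence over baseline, integrated ratio, B score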
Active calls of the source: *; i = inactive; ? = inconclusive; . = no result given.

SMILES | SKKanGAS inh | ANO1 block | hERG rescue | ANO1 activ | KCNQ1 act | HDAC3 inhib | KCNQ1 inh | RGS4 inh | KCNK3 inh | KCNK9 block | RGS4 pot
COCC1CCCN(C(=O)c2ccc(OC3CCN(Cc4ccccn4)CC3)cc2)C1 (stereo not drawn) | 4 | i | -5 | i | i | -4 | i | i | i | i | i
CC1C(c2ccccc2)=NNc2nc3c(c(=O)n(C)c(=O)n3C)n21 (stereo not drawn) | 2 | i | -2 | . | i | -3 | i | i | . | i | i
N#CCCn1cc(C(=O)O)c(-c2ccc3ccccc3c2)n1 | 0 | i | -7 | i | i | 1 | i | i | i | i | i
CC(C)(C)NC(=O)C(c1ccc(O)cc1)N(C(=O)Cn1nnc(-c2ccc(F)cc2)n1)c1ccccc1F (stereo not drawn) | -5 | i | -22 | i | i | ? | i | i | i | i | i
OC1CCCN(c2c3c(nc4cc(-c5cccc(F)c5)nn24)CCCC3)C1 (stereo not drawn) | 14 | i | -17 | i | i | 5 | i | i | i | i | i
CN1C(=O)C(O)(CC(=O)c2cccs2)c2ccccc21 (stereo not drawn) | -3 | i | 0 | i | i | -9 | i | i | i | i | i
O=C(NCc1cccnc1)C(=O)Nc1nc(C23CC4CC(CC(C4)C2)C3)cs1 | 6 | i | -15 | i | i | -5 | i | i | i | i | i
CCN(CC(=O)Nc1ccccc1OC)CC(=O)Nc1sccc1C#N | 13 | i | -14 | i | i | -5 | i | i | i | i | i
CCC1CCCCN1C(=O)CCCOc1ccccc1 (stereo not drawn) | 6 | i | -10 | i | i | -1 | i | i | i | i | i
COc1cc(Cl)ccc1OCc1cc(C(=O)N[C@H]2CCCCNC2=O)no1 | -4 | i | -17 | i | i | ? | i | i | i | i | i
COc1ccc(N(C)C(=O)c2ccc3nc(-c4ccccc4)c(-c4ccccc4)nc3c2)cc1 | 19 | i | -10 | i | i | 5 | 9* | i | i | -7.4* | i
CCCCNC(=O)CSc1nnc(NC(C)=O)s1 | -14 | i | -3 | i | i | -5 | i | i | i | i | i
CCC1(CC)NC(=O)N(CC(=O)N2CCN(S(=O)(=O)c3cccc(F)c3)CC2)C1=O | 3 | i | -11 | i | i | -1 | i | i | i | i | i
Cc1ccc(C(=O)N2CCN(S(=O)(=O)c3ccccc3[N+](=O)[O-])CC2)o1 | -12 | i | -9 | i | i | 1 | i | i | i | i | i
CC(C)Oc1ccc(CN2CCC(n3nccc3NC(=O)C3CC3)CC2)cc1 | -4 | i | -8 | i | i | -15 | i | i | i | i | i
C=CCSc1[nH]c(=O)cc(C)c1C(N)=O | -6 | i | -3 | i | i | -1 | i | i | i | i | i
O=C1[C@H]2[C@@H](c3ccc(F)cc3)N3C(=O)N(c4cccc(F)c4)C(=O)[C@@]3(Cc3ccc(Cl)cc3)[C@H]2C(=O)N1C1CCCCC1 | 5 | i | -2 | i | i | 3 | i | i | i | i | i
COc1cc2c(cc1OC)CN(C(=O)COc1ccccc1[N+](=O)[O-])CC2 | 1 | 100* | -1 | i | i | -4 | i | i | i | i | i
CCN1CCCC1CN(Cc1cc2ccc(C)cc2[nH]c1=O)C(=S)Nc1ccccc1C(=O)OC (stereo not drawn) | 6 | i | -16 | i | i | -2 | i | i | i | i | i
Cc1ccc(S(=O)(=O)N2CCN(C(=O)COC(=O)c3oc4ccccc4c3C)CC2)cc1 | -7 | i | -13 | i | i | 14 | i | i | i | i | i
COCCn1c(SCc2nc3scc(-c4ccc(Cl)cc4)c3c(=O)[nH]2)nnc1-c1cccc(C)c1 | 30 | i | -8 | i | i | 1 | i | i | i | i | i
CCNc1nc(NCC)nc(NS(=O)(=O)c2ccc(N)cc2)n1 | 2 | i | -10 | i | i | -4 | i | i | i | i | i
COc1cccc(C(=O)Nc2ccccc2)c1 | -6 | i | 5.4* | i | i | 5 | i | i | i | i | i
C=CCn1cnc2c(sc3nc(C)cc(C)c32)c1=O | 0 | i | -5 | i | i | 1 | i | i | i | i | i
Cc1cccc(CS(=O)(=O)c2nnc([C@H](Cc3ccccc3)NC(=O)OC(C)(C)C)o2)c1 | 79* | i | -22 | i | i | 61* | i | i | i | i | i

Continuation.
SMILES | SKKanGAS inh | ANO1 block | hERG rescue | ANO1 activ | KCNQ1 act | HDAC3 inhib | KCNQ1 inh | RGS4 inh | KCNK3 inh | KCNK9 block | RGS4 pot
O=C(O)CCc1nc2cc(C(F)(F)F)ccc2n(Cc2ccccc2)c1=O | 3 | i | -6 | i | i | 2 | i | i | i | i | i
Cc1nc(N2CCN(S(=O)(=O)c3ccc(F)cc3)CC2)c2c(-c3cccs3)csc2n1 | -8 | i | -6 | i | i | 3 | i | i | i | i | i
COCCNC(=O)NC(=O)COC(=O)C1(c2ccc(Cl)cc2)CC1 | -2 | i | -6 | i | i | 5 | i | i | i | i | i
CN1CCN(C(=O)C2CCN(S(=O)(=O)c3ccc(F)cc3)CC2)CC1 | 1 | i | -3 | i | i | -5 | i | i | i | i | i
Cc1cc(C)cc(N(C(=O)c2csnn2)C(C(=O)NC2CCCCC2)c2ccncc2)c1 (stereo not drawn) | 13 | i | -5 | i | i | 3 | i | i | i | i | i
Cc1ccc(-c2cnc(-c3ccccc3C(=O)O)o2)cc1 | 2 | i | -14 | i | i | -26 | i | i | i | i | i
O=C(N/N=C/c1ccccc1Cl)C1CC1 | -4 | i | -10 | i | i | 3 | i | i | i | i | i
NC(=S)N=Nc1c(O)n(CCCl)c2ccccc12 | 12 | i | -5 | i | i | -12 | i | i | i | i | i
O=C(N/N=C/c1ccsc1)c1cc2ccccc2o1 | 1 | i | -6 | i | i | 1 | i | i | i | i | i
COc1ccc(OC)c(S(=O)(=O)Nc2c(C)n(C)n(-c3ccccc3)c2=O)c1 | -1 | i | -1 | i | i | -5 | i | i | i | i | i
CCSC1=N/C(=C\c2ccccc2)C(=O)N1 | -5 | i | -7 | i | i | -3 | i | i | i | i | i
CCOC(=O)c1ccc(NC(=O)CSc2nnnn2C2CCCCC2)cc1 | -7 | i | 1 | i | i | -2 | i | i | i | i | i
CCN(CC)Cc1c(O)ccc2c([N+](=O)[O-])c(C)n(-c3ccc(OC)cc3)c12 | 9 | i | -17 | i | i | -5 | i | i | i | i | i
Cc1ccc(S(=O)(=O)N(C)CC(=O)N2CCCc3ccccc32)cc1 | 8 | i | -16 | i | i | 1 | i | i | i | i | i
COc1ccc(C2=C/C(=C\c3ccc(OC(C)=O)cc3)C(=O)O2)cc1 | -5 | i | -8 | i | i | -6 | i | i | i | i | i
CC(=O)c1nn(-c2cccc(Br)c2)cc1C(=O)c1ccc(Cl)cc1 | -14 | i | -10 | i | i | 0 | i | i | i | i | i
COc1cc(/C=C2\C(=N)N3N=C(C(C)C)SC3=NC2=O)ccc1OCCOc1ccc(NC(C)=O)cc1 | 8 | i | -5 | i | i | -3 | i | i | i | i | i
C=CCn1c(=O)c(C(=O)NCc2ccccc2Cl)c(O)c2ccccc21 | 47 | i | -8 | i | i | 7 | i | i | i | i | i
O=C1C(Cc2ccccc2)S/C(=N/N=C/c2ccco2)N1c1ccccc1 (stereo not drawn) | 3 | i | -7 | i | i | -9 | i | i | i | i | i
O=C(Nc1nc2nccc(-c3ccccc3)n2n1)c1ccccc1 | -4 | i | -9 | i | i | -2 | i | i | i | i | i
CC1CCc2c(sc(NC(=O)c3c([N+](=O)[O-])cnn3C)c2C(N)=O)C1 (stereo not drawn) | . | i | -10 | i | i | 4 | i | i | i | i | i
COC(=O)CNc1c(-c2ccccc2)nc2ccc(Br)cn12 | -2 | i | -16 | i | i | -1 | i | i | i | i | i
c1ccc(-c2csc(Nc3cccnc3)n2)nc1 | -5 | i | -7 | i | i | 9 | i | i | i | i | i
COc1cccc(N=C2SC(CC(=O)Nc3ccccc3)C(=O)N2Cc2ccccn2)c1 (stereo not drawn) | -3 | i | -11 | i | i | -5 | i | i | i | i | i
CC1CN(C2=NC(=O)/C(=C3/C(=O)N(Cc4ccc(F)cc4)c4ccccc43)S2)CC(C)O1 (stereo not drawn) | 41 | i | -5 | i | i | 4 | i | i | i | i | i

One compound at a time (already shown). Screens in order: SKKanGAS inh | ANO1 block | hERG rescue | ANO1 activ | KCNQ1 act | HDAC3 inhib | KCNQ1 inh | RGS4 inh | KCNK3 inh | KCNK9 block | RGS4 pot
Record of `O=C(Nc1nc2nccc(-c3ccccc3)n2n1)c1ccccc1` : -4 | i | -9 | i | i | -2 | i | i | i | i | i
Record of `NC(=S)N=Nc1c(O)n(CCCl)c2ccccc12` : 12 | i | -5 | i | i | -12 | i | i | i | i | i
Record of `CC1CN(C2=NC(=O)/C(=C3/C(=O)N(Cc4ccc(F)cc4)c4ccccc43)S2)CC(C)O1` (stereo not drawn) : 41 | i | -5 | i | i | 4 | i | i | i | i | i
Record of `O=C(O)CCc1nc2cc(C(F)(F)F)ccc2n(Cc2ccccc2)c1=O` : 3 | i | -6 | i | i | 2 | i | i | i | i | i

Going on with the list:
SMILES | SKKanGAS inh | ANO1 block | hERG rescue | ANO1 activ | KCNQ1 act | HDAC3 inhib | KCNQ1 inh | RGS4 inh | KCNK3 inh | KCNK9 block | RGS4 pot
CN1N=C(C(=O)Nc2ccc3c(c2)CCC3)CCC1=O | -9 | i | -10 | i | i | 3 | i | i | i | i | i
CN(CC(=O)NCCc1ccccc1)S(=O)(=O)c1cccc2nsnc12 | -4 | i | -9 | i | i | 8 | i | i | i | i | i
CCCn1ncc2c(Nc3ccc(C)c(C)c3)ncnc21 | 11 | i | -7 | i | i | 5 | i | i | i | i | i
COC(=O)N1CCN(S(=O)(=O)c2ccc(F)cc2)CC1 | 0 | i | -8 | i | i | -5 | i | i | i | i | i
CCOC(=O)c1c(C(=O)OCC)c(C)n(CCc2ccccc2)c1C | -3 | i | -15 | i | i | 3 | i | i | i | i | i
O=C(O)c1cccnc1SCC(=O)N1CCCc2ccccc21 | 7 | i | -5 | i | i | 1 | i | i | i | i | i
CC(C)CNC(=O)C1Nc2ccc(C(F)(F)F)cc2C2C=CCC12 (stereo not drawn) | 4 | i | -4 | i | i | -1 | i | i | i | i | i
Cc1ccc(OCCCN2CCCC2)c(C)c1 | 1 | i | -7 | i | i | -8 | i | i | i | i | i
CSc1cccc(NC(=O)CCCOc2ccccc2)c1 | -2 | i | -12 | i | i | 6 | i | i | i | i | i
O=C(CCl)N(c1ccccc1)C1CCS(=O)(=O)C1 (stereo not drawn) | -3 | i | -6 | i | i | 2 | i | i | i | i | i
